UDG counter: blocks uracil-DNA glycosylase in AID counter-screen; FRET deamination/UDG coupled assay, UDG read, 4 h; Potency, µM (top dose mostly 115 µM), for the others: top-dose activity change, negative = inhibition, usual class: inhibitors; 91,000 compounds, 0.14% hits; also: nearly all actives have a fitted effect of over 65% in size
AID inh: activation induced cytidine deaminase inhibition | 91,000 compounds, 0.32% hits | AID 1347428 | Potency, µM (doses to about 115 µM), inactives show at the top dose activity change, negative = inhibition, actives largely listed as inhibitors | Q9GZX7 | AID deamination FRET fluorescence, UDG-coupled, 4 h; also: nearly all actives have a fitted effect of over 25% in size
Target sequence (Q9GZX7 whole entry, looked up): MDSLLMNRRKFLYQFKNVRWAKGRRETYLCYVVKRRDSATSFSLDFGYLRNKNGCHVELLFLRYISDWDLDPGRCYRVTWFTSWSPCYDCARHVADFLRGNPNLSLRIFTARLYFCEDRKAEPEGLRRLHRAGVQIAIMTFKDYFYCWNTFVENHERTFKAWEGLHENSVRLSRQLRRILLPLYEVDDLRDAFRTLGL
Numbers without * were called inactive; ? = inconclusive; [ ] = dose if it differs, or a comment. Calls follow the shape of the dose curve; as a rule, active = well fitted curve in the direction sought with a large enough effect; inconclusive = small, poorly fitted or top-dose-only effect, or another doubt; inactive = no such curve, though single readings can be large; an effect the other way counts as inactive or inconclusive. % is scaled to controls: 0 for no effect and ±100 for the full control effect; potency is read from the fitted curve at half-maximal effect.

Order of values: UDG counter | AID inh
1. CC1=C(C)CC(C(=O)N2CCCc3cc(C)ccc32)C(C(=O)O)C1 (configuration not stated)
 : -9% | 2%
2. CCOc1ccccc1CNC(=O)CN1C(=O)CCCc2ccccc21
 : -18% | -7%
3. COc1ccc(-n2c(-c3ccco3)nc3c(cnn3-c3ccc(C)cc3)c2=O)cc1
 : -3% | -13%
4. Cc1ccc(C(CNC(=O)c2cc(=O)c3cc(Br)ccc3o2)N2CCC(C)CC2)o1 (configuration not stated)
 : 0% | 6%
5. O=C(O)c1ccccc1CSc1ccc(Cl)cc1
 : 0% | -1%
6. COc1cc(-c2ccno2)ccc1S(=O)(=O)N1CCN(c2ccccc2F)CC1
 : 0% | -28%
7. O=C(c1cccn1-c1nnc(N2CCCCC2)s1)N1CCN(c2ccccc2)CC1
 : -19% | 0%
8. O=C(CCc1ncc(-c2ccccc2Cl)o1)NCc1ccncc1
 : -7% | 1%
9. CCC1CCc2sc(C(=O)NCc3cccs3)cc2C1 (configuration not stated)
 : -9% | -5%
10. Fc1ccc(-c2noc(-c3ccc[nH]3)n2)cc1
 : 2% | 3%
11. N#CCOc1ccccc1/C=C/C(=O)c1ccc(F)c(Cl)c1
 : -2% | -18%
12. Cc1ccccc1C(=O)Nc1ccc2nc(SCC(=O)N3CCc4ccccc43)sc2c1
 : 0% | 4%
13. COc1cccc(N2CCN(C(=O)Cn3c(-c4cccs4)cc4ccccc43)CC2)c1
 : -3% | -10%
14. CC(C)NC(=O)CC(c1ccc(F)cc1)N1Cc2ccccc2C1=O (configuration not stated)
 : 13% | -2%
15. CC(C)CNc1nc(C(=O)Nc2nnc(C3CC3)s2)cs1
 : -3% | -10%
16. C=CCNc1nc2c(c(=O)n(C)c(=O)n2C)n1CCCCCC
 : 4% | -4%
17. Fc1ccc(Nc2ncnc3c2nc2n3CCCCC2)c(F)c1
 : 0% | -5%
18. COc1ccc(-n2ncc3c(NCCC4=CCCCC4)ncnc32)cc1
 : 22% | -2%
19. CCn1cc(/C=C(\NC(=O)c2ccco2)C(=O)N2CCOCC2)c2ccccc21
 : -2% | 3%
20. CCc1ccc(NC(=O)Cn2c(=O)n(CCC(=O)NCc3ccc4c(c3)OCO4)c(=O)c3ccccc32)cc1
 : 6% | 14%
21. Cc1ccccc1-n1c(SCC(=O)c2ccccc2)nnc1-c1ccc(F)cc1
 : -13% | -28%
22. Cc1ccc(C(=O)CCC(=O)NC(C)C2CC3CCC2C3)cc1C (configuration not stated)
 : 6% | -11%
23. COc1cc(CC(=O)OCC(=O)c2ccc(Cl)cc2)cc(OC)c1OC
 : -9% | 11%
24. CCc1ccc(NC(=O)Cn2nc(C(F)(F)F)c3c2CCCC3)cc1
 : -4% | -9%
25. COc1ccc2c(CCNC(=O)CCNc3nc(Cl)nc4nc[nH]c34)c[nH]c2c1
 : 0% | 14%
26. CC(C)(C)NC(=O)CSc1nnc(-c2cccnc2)o1
 : 0% | -8%
27. Cc1ccc(-c2nnc(Nc3ccc(S(N)(=O)=O)cc3)c3ccccc23)cc1S(=O)(=O)N1CCOCC1
 : -3%[57.5 µM] | -20%[57.5 µM]
28. O=C(NCCc1csc(-c2ccc(C(F)(F)F)cc2)n1)C(=O)Nc1ccc(F)c(Cl)c1
 : 5%[57.5 µM] | 7%
29. CCN(C)Cc1cccc(CNC(=O)CCc2ncc(-c3ccccc3)o2)c1
 : 9% | -4%
30. CCn1nc(C(=O)Nc2nc(-c3ccccc3)cs2)c2ccccc2c1=O
 : -1% | -11%

18 entries from above, with one line to a screen.
#13 COc1cccc(N2CCN(C(=O)Cn3c(-c4cccs4)cc4ccccc43)CC2)c1
#14 CC(C)NC(=O)CC(c1ccc(F)cc1)N1Cc2ccccc2C1=O (configuration not stated)
#15 CC(C)CNc1nc(C(=O)Nc2nnc(C3CC3)s2)cs1
#16 C=CCNc1nc2c(c(=O)n(C)c(=O)n2C)n1CCCCCC
#17 Fc1ccc(Nc2ncnc3c2nc2n3CCCCC2)c(F)c1
#18 COc1ccc(-n2ncc3c(NCCC4=CCCCC4)ncnc32)cc1
#19 CCn1cc(/C=C(\NC(=O)c2ccco2)C(=O)N2CCOCC2)c2ccccc21
#20 CCc1ccc(NC(=O)Cn2c(=O)n(CCC(=O)NCc3ccc4c(c3)OCO4)c(=O)c3ccccc32)cc1
#21 Cc1ccccc1-n1c(SCC(=O)c2ccccc2)nnc1-c1ccc(F)cc1
#22 Cc1ccc(C(=O)CCC(=O)NC(C)C2CC3CCC2C3)cc1C (configuration not stated)

entry no.,13,14,15,16,17,18,19,20,21,22
UDG counter,-3%,13%,-3%,4%,0%,22%,-2%,6%,-13%,6%
AID inh,-10%,-2%,-10%,-4%,-5%,-2%,3%,14%,-28%,-11%

#23 COc1cc(CC(=O)OCC(=O)c2ccc(Cl)cc2)cc(OC)c1OC
#24 CCc1ccc(NC(=O)Cn2nc(C(F)(F)F)c3c2CCCC3)cc1
#25 COc1ccc2c(CCNC(=O)CCNc3nc(Cl)nc4nc[nH]c34)c[nH]c2c1
#26 CC(C)(C)NC(=O)CSc1nnc(-c2cccnc2)o1
#27 Cc1ccc(-c2nnc(Nc3ccc(S(N)(=O)=O)cc3)c3ccccc23)cc1S(=O)(=O)N1CCOCC1
#28 O=C(NCCc1csc(-c2ccc(C(F)(F)F)cc2)n1)C(=O)Nc1ccc(F)c(Cl)c1
#29 CCN(C)Cc1cccc(CNC(=O)CCc2ncc(-c3ccccc3)o2)c1
#30 CCn1nc(C(=O)Nc2nc(-c3ccccc3)cs2)c2ccccc2c1=O

entry no.,23,24,25,26,27,28,29,30
UDG counter,-9%,-4%,0%,0%,-3%[57.5 µM],5%[57.5 µM],9%,-1%
AID inh,11%,-9%,14%,-8%,-20%[57.5 µM],7%,-4%,-11%

The main list resumes with the 2 entries that preceded the break.
Order of values: UDG counter | AID inh
29. CCN(C)Cc1cccc(CNC(=O)CCc2ncc(-c3ccccc3)o2)c1
 : 9% | -4%
30. CCn1nc(C(=O)Nc2nc(-c3ccccc3)cs2)c2ccccc2c1=O
 : -1% | -11%
31. COc1ccc2[nH]c(=O)c(CN(C(=O)c3cccc(Cl)c3)c3ccccc3C)cc2c1
 : -6% | 29%
32. O=C(Nc1ccccc1F)c1cnn2c(C(F)F)cc(C3CC3)nc12
 : -1% | -10%
33. COc1cc(OC)c(-c2cc(C(=O)NCc3ccc(F)cc3)c3c(-c4ccccc4)[nH]nc3n2)cc1OC
 : 18% | -10%
34. CC(OC(=O)/C=C/c1ccccc1)C(N)=O (configuration not stated)
 : -2% | -4%
35. COc1ccc(C(=O)Nc2ccc(-n3nncc3-c3ccccc3)cc2)cc1OC
 : ? | 5%
36. CCc1ccc(NC(=O)CSc2nc3c(oc4ccccc43)c(=O)n2-c2cccc(C)c2)cc1
 : ? | -4%
37. CCOc1ccc(NC(=O)CC2C(=O)N(c3ccccc3)C(=O)N2Cc2ccc3c(c2)OCO3)cc1 (configuration not stated)
 : 5% | -6%
38. O=C1Cc2cc(S(=O)(=O)N3CCCCC3)cc3c2N1CCC3
 : 89µM* | ?
39. Cc1ccc(Nc2nnc(Cc3ccc(Cl)cc3)c(=O)[nH]2)cc1
 : -5% | 0%
40. CCCC(=O)Nc1ccc(C(=O)NCCc2ccccc2)cc1
 : -4% | -3%
41. CC(C)(C)NC(=O)Cn1cc(S(=O)(=O)Cc2ccccc2Cl)c2ccccc21
 : 22% | -11%
42. O=C(Cn1nnc(-c2ccccc2Cl)n1)Nc1ccc(Br)cc1
 : -2% | 9%
43. CCOC(=O)c1cnc2c(Cl)c(Cl)ccc2c1NCCN1CCOCC1
 : -10% | 27%
44. COc1ccccc1-n1nc(-c2ccccc2)c2cnc3c(F)cc(F)cc3c21
 : -5% | -15%
45. CCOC(=O)c1c(C)[nH]c(C(=O)OCC(=O)OC)c1C
 : 11% | 4%
46. Cn1c(Oc2cccc(Cl)c2)nc2c1c(=O)n(Cc1ccccc1Cl)c(=O)n2C
 : 7% | 14%
47. O=C(CN(c1ccccc1F)S(=O)(=O)c1ccccc1)NCCN1CCOCC1
 : 9% | 7%
48. CC(=O)c1c(C)n(-c2ccc(C)cc2C)c2ccc(O)cc12
 : 5% | -3%
49. COCc1c(C(=O)Nc2ccc(S(=O)(=O)C(F)F)cc2)oc2ccccc12
 : 4% | 2%
50. COc1nc(C(=O)N2CCOC(C)(C)C2)cc2ccccc12
 : 2% | -6%
51. COc1ccc2c(c1)NC(c1ccc(OCC(C)C)cc1)=NC(c1ccncc1)=N2
 : -24% | ?
52. CCOc1ccc(NC(=O)CCCN2C(=O)C(c3ccccc3)Oc3cccnc32)cc1 (configuration not stated)
 : -2% | 15%
53. CC(Cn1cccn1)NC(=O)c1cc(Cl)c2c(c1)OCCCO2 (configuration not stated)
 : -10% | -16%
54. Cc1cc(C)c2sc(NC(=O)c3ccc(S(=O)(=O)N4CCOCC4)cc3)nc2c1
 : -5% | 28%
55. N#Cc1nc(COc2cccc(Cl)c2)oc1NCCc1ccccc1
 : -15% | 21%
56. CCOc1ccc(NC(=O)CSc2nc3ccccc3c(=O)n2CCC(=O)NC2CCCCC2)cc1
 : 16% | 7%
57. Cc1ccc(S(=O)(=O)Oc2ccc3c(C(F)(F)F)cc(=O)oc3c2)c(C)c1
 : 10% | -2%
58. Cc1oc(-c2cccs2)nc1CC(=O)NCc1ccc(CN2CCCCC2)cc1
 : -1% | -1%
59. COC(=O)CCN(C)CC1CCCO1 (configuration not stated)
 : -9% | 4%
60. COc1ccc(-c2c(C#N)c(SCC(=O)Nc3ccccc3C)nc(C)c2C(=O)Nc2ccc(Cl)cc2)cc1
 : ? | 3%

Quoted from the listing.
Entry of #55 in UDG counter: -15%
Entry of #44 in UDG counter: -5%

Following part
Order of values: UDG counter | AID inh
61. CC(=O)c1cc(C(=O)Nc2cc(C)cc(C)c2)c2ccccn12
 : -12% | 2%
62. O=C(/C(Cl)=C/NCc1ccccn1)C(F)(F)F
 : -2% | 71%[activator]
63. O=C(COc1ccccc1C(=O)Nc1ccccc1)NC1CC1
 : 1% | 0%
64. CC(=O)c1c(C)n(-c2ccccc2C)c2ccc(O)cc12
 : ? | -17%
65. CCCn1nc(C(=O)Nc2ccc(OCCN(CC)CC)cc2)c2ccccc2c1=O
 : -3% | 1%
66. Cc1ccc(-c2nc(CSCC(=O)N3CCOCC3)c(C)o2)cc1
 : -4% | 2%
67. COC(=O)C1=C(C(=O)OC)SC2(S1)C(c1ccccc1)=CSC(C(=O)OC)=C2C(=O)OC
 : -1% | 4%
68. Cc1cccc(CSCC(=O)N(C)C)c1
 : 9% | -4%
69. NC(=O)CCNc1ccccc1Cl
 : -3% | 1%
70. COc1ccccc1-c1cc(NC(=O)COc2ccc(C)c(C)c2)n(-c2ccccc2)n1
 : -28% | 0%
71. O=C(CSc1cn(CC(=O)N2CCOCC2)c2ccccc12)Nc1ccc(Br)cc1
 : -10% | 4%
72. COc1ccc(S(=O)(=O)N(CC(=O)NCCSc2ccccc2)c2ccc(Cl)cc2)cc1
 : -12%[57.5 µM] | -25%[57.5 µM]

Compound activity (PubChem)

This is a subset; rates above refer to the full screens.
